Rhodamine fluor – compound fluoresces in the rhodamine spectral region; Rhodamine-region fluorescence, 547/598 nm, Tris buffer; active compounds read high; max dye-equivalent concentration, M; actives 0.05% (n = 59,000); in the data active means max dye-equivalent concentration above about 11 nM; inconclusive means between about 1.1 nM and that limit
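Compound fluorescence in 100 mM Tris, pH 8.0, read after 15 min at room temperature with 547 nm excitation and 598 nm emission. Output is dye-equivalent concentration from an on-plate rhodamine standard series.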
BRCT PPI green – BRCA1 BRCT-phosphoprotein interaction inhibition | P38398 | actives 0.05% (n = 75,000) | Potency, µM (top dose mostly 76.9 µM), inactives show at the top dose activity change, negative = inhibition, usual class: inhibitors | BRCA1 BRCT-phosphopeptide binding, green fluorescence polarization;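 further: potency means the concentration at half of the fitted maximal effect; plate controls were peptide without protein for full effect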
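Fluorescence polarization: His-tagged BRCT (~35 kDa BRCA1 C-terminus, 250 nM) bound to 100 nM fluorescein-labeled phosphorylated 10-aa BACH1 peptide, pH 7.3 phosphate buffer with DTT and Tween 20. Compounds incubated 12 min at room temperature; inhibition read as lowered polarization.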
DNA Pol III inh – DNA polymerase III holoenzyme inhibition; Potency, µM (titrated, usually from 57.1 µM), for inactives: at the highest dose activity change, negative = inhibition; actives 0.25% (n = 71,000); reconstituted DNA polymerase III holoenzyme replication, biochemical; AID 603; further: potency means the concentration at half of the fitted maximal effect; on the % scale 0 is the no-effect control and ±100 the full control effect
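Reconstituted *E. coli* holoenzyme (0.35 nM Pol III, 1 nM beta, 154 nM SSB, 2 nM primase) was preincubated with compound for 15 min at RT. Synthesis on 1.4 nM ssM13Gori ran 35 min, then was stopped with PicoGreen/EDTA and read as dsDNA fluorescence.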
USP2a inhib – inhibitors of human ubiquitin-specific protease USP2a | actives 0.1% (n = 60,000) | O75604 | AID 927 | USP2a enzymatic assay, qHTS inhibition | Potency, µM (highest dose often 38.3 µM), for the others: top-dose activity change, negative = inhibition, actives largely listed as inhibitors;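 further: potency means the concentration at half of the fitted maximal effect; nearly all actives have a fitted effect of over 60% in size; plate controls were DMSO for no effect and NEM full inhibition control for full effect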
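Coupled readout: USP2-cleaved Ub-PLA2 (20nM final) turns over NBD C6-HPC (20uM final), Ex 460nm/Em 535nm after 2.5 h, time-zero read flagging artifacts. Enzyme (20nM final, pH 8.0 Tris) given 30 min RT with compound first; NEM defines full inhibition.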
HEK293 cAMP cs – counter-screen for TSHR agonists: cAMP increase in parental HEK293; parental HEK293 CNG cAMP sensor, membrane potential fluorescence; Potency, µM (highest dose often 57.1 µM), inactives show at the highest dose activation, usual class: activators; actives 2.5% (n = 73,000); AID 938; further: potency means the concentration at half of the fitted maximal effect; % of control where 0% means no effect; nearly all actives have a fitted effect of over 55% in size
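Parental HEK 293 cells stably expressing a cAMP-gated CNG channel were loaded with membrane potential dye containing 100 uM RO 20-1724 for 60 min. Compound added for 30 min; depolarization read as fluorescence intensity at 590 nm.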
15-hLO inh – inhibitors of human 15-lipoxygenase (ALOX15) | Potency, µM (highest dose often 57.1 µM), without a hit: at the top dose activity change, negative = inhibition, most hits filed as inhibitors | actives 1.4% (n = 74,000) | purified 15hLO-1, xylenol orange hydroperoxide absorbance | P16050; further: potency means the concentration at half of the fitted maximal effect; on the % scale 0 is the no-effect control and ±100 the full control effect; nearly all actives have a fitted effect of over 55% in size
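Hydroperoxide formed from arachidonic acid (50 uM) by purified human 15hLO-1 (40 nM) oxidizes ferrous iron, and the ferric-xylenol orange complex is read at 573 versus 405 nm. Compounds were preincubated 15 min; reaction ran 6 min at room temperature.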
BRCT inh red – BRCT-phosphoprotein interaction inhibition (red fluorophore); BRCT-phosphopeptide binding, red fluorescence polarization; Potency, µM (titrated, usually from 76.9 µM), for the others: top-dose activity change, negative = inhibition, most hits filed as inhibitors; AID 892; actives 0.03% (n = 75,000); P38398; further: on the % scale 0 is the no-effect control and ±100 the full control effect
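Rhodamine-labelled pBACH1 10-mer (100 nM) bound to BRCT domain (100 nM) at pH 7.3; compounds incubated 12 min room temperature, polarization read. Free peptide defines full inhibition; unlabelled decapeptide titrated as control.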
Caspase-7 inhib – blocks human caspase-7 allosterically or competitively | P55210 | recombinant caspase-7, Ac-DEVD-AFC fluorescence rate | Potency, µM (top dose mostly 57.5 µM), for inactives: top-dose activity change, negative = inhibition, most hits filed as inhibitors | actives 0.02% (n = 75,000); active means well fitted inhibition curve with a large enough effect in the main read-out, with a control signal flat, not every such curve was filed as active; inconclusive means small, poorly fitted or top-dose-only effect, or a change in a side signal; further: potency means the concentration at half of the fitted maximal effect; % of control where 0% means no effect
Target sequence (P55210 24-198 limits assumed): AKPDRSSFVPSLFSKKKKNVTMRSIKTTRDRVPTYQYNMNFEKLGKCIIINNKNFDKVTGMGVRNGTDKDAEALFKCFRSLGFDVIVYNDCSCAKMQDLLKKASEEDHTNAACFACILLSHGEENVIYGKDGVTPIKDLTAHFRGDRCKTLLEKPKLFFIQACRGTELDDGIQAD
Target sequence (P55210 207-303 limits assumed): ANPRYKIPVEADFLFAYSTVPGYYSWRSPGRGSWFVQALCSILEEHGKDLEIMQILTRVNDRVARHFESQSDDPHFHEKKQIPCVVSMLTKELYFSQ
Casp1 inh – blocks human caspase-1 allosterically or competitively; AID 900; actives 0.03% (n = 75,000); P29466; Potency, µM (highest dose often 57.5 µM), for inactives: at the top dose activity change, negative = inhibition, hits mostly inhibitors; Caspase-1 enzyme, Ac-WEHD-AFC fluorogenic rate;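 further: potency means the concentration at half of the fitted maximal effect; plate controls were vehicle for no effect and no substrate for full effect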
Tau fil binding – tau filament binding; P10636; recombinant tau filaments, thioflavin S fluorescence, 15 h; filaments grown with octadecylsulfate alongside compound; Potency, µM (series often up to 57.1 µM), for the others: top-dose activity change, negative = inhibition; actives 2% (n = 71,000); AID 596;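 further: potency means the concentration at half of the fitted maximal effect; on the % scale 0 is the no-effect control and ±100 the full control effect; actives lower thioflavin S fluorescence by blocking filaments or displacing dye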
Target sequence (P10636 whole entry, looked up): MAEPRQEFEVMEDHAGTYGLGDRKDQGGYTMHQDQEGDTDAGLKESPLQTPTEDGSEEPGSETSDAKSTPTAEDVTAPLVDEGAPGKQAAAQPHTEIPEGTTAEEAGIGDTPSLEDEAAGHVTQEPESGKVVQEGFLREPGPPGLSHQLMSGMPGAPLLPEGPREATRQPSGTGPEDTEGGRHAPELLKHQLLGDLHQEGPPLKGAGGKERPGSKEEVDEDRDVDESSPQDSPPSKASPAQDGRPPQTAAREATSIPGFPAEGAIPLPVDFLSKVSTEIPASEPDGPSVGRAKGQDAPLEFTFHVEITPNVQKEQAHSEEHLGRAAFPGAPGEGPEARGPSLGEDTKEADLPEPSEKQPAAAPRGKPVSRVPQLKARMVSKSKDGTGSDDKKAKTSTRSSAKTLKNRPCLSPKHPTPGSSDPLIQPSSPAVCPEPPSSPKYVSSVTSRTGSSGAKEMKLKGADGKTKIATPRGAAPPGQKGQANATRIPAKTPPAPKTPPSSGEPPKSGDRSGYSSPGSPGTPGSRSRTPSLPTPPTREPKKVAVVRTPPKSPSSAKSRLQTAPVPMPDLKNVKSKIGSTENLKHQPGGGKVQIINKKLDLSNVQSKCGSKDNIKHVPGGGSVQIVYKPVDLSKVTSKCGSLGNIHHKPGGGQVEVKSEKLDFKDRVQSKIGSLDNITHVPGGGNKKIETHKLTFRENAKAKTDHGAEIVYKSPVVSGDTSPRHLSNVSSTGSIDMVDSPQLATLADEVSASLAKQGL
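Thioflavine S fluorescence (ex 450, em 510 nm) reports filaments formed from 1 uM human tau plus 30 uM ODS over 15 h at 37 C (10 mM HEPES pH 7.4, 100 mM NaCl, 5 mM DTT); compounds displacing dye or blocking filaments lower signal.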
HADH2 inh – HADH2 (human) dehydrogenase inhibition | recombinant HADH2, NADH fluorescence, beta-hydroxybutyryl-CoA | Q99714 | actives 3.4% (n = 73,000) | Potency, µM (series often up to 57.1 µM), inactives show at the highest dose activity change, negative = inhibition, actives largely listed as inhibitors | AID 886; further: potency means the concentration at half of the fitted maximal effect; on the % scale 0 is the no-effect control and ±100 the full control effect; nearly all actives have a fitted effect of over 60% in size; many of its hits are not listed in these tables
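E. coli-expressed His-tagged HADH2 tested at 20 nM in alkaline Tris buffer (pH 9.0); oxidation of 90 uM beta-hydroxybutyryl-CoA with 1 mM NAD+ tracked fluorimetrically for 4 min.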
* hit, by the source's call; i = inactive; ? = inconclusive; · = no result given; [ ] = another dose, or the depositor's remark. Unless noted, the call rests on the fitted dose curve; in most records, active means well fitted curve in the direction sought with a large enough effect; inconclusive means small, poorly fitted or top-dose-only effect, or another doubt; inactive means no such curve, though single readings can be large; an effect the other way counts as inactive or inconclusive. Not all compounds are listed, so the mix of outcomes need not match the whole.

Values run as follows: Rhodamine fluor | BRCT PPI green | DNA Pol III inh | USP2a inhib | HEK293 cAMP cs | 15-hLO inh | BRCT inh red | Caspase-7 inhib | Casp1 inh | Tau fil binding | HADH2 inh
COc1ccc2sc(NC(=O)CC(C)C)nc2c1
→ i | -6.1% | 5% | -18% | 15% | 4µM* | -3.5% | 6% | 2% | 20% | 6%
Brc1ccc(-c2nnc3n2-c2ccccc2CC3)cc1
→ i | 1.3% | -4% | 4% | ? | -11% | -2.0% | 1% | 0% | 10% | 20%
COc1cc(OC)nc(NC(=O)NS(=O)(=O)c2ccc(OC(F)(F)F)cc2)n1
→ i | -2.5% | -14% | 1% | -1% | 14% | 0.4% | 4% | -1% | -3% | 5%
COc1ccc(OCC2Cc3c(-c4ccccc4)nc4c(c3CO2)CN(CCOc2ccccc2)CC4)cc1 (stereo not drawn)
→ · | -0.4%[15.4 µM] | · | · | 4%[11.4 µM] | 1%[11.4 µM] | 0.7%[15.4 µM] | 1%[11.5 µM] | -1%[11.5 µM] | · | 10%[11.4 µM]
COc1ccc(N(CC(=O)Nc2cc(C)ccc2C)S(=O)(=O)c2c(C)nn(C)c2C)cc1
→ · | -2.0% | 4% | · | -9% | 4% | -1.2% | -2% | -1% | -14% | -5%
O=C(O)C1CCCN1S(=O)(=O)c1cccc2cccnc12 (stereo not drawn)
→ · | -0.8% | -5% | · | 3% | 10% | -1.2% | 1% | -3% | -3% | 9%
CC(=O)Nc1cccc(C)c1
→ · | -1.1% | -1% | · | 12% | -8% | 0.4% | 0% | -1% | -10% | ?
COc1ccc(-c2nc3n(n2)C(c2ccccc2Cl)C(C(N)=O)=C(C)N3)cc1 (stereo not drawn)
→ · | -0.3% | -4% | · | 4% | 1% | -0.7% | 0% | 0% | 7% | 12%
CCC(=O)N(Cc1ccc(S(N)(=O)=O)cc1)C1CC(=O)N(c2ccc(OC)cc2)C1=O (stereo not drawn)
→ i | 0.5% | -8% | -3% | 3% | -2% | 0.7% | 5% | 0% | 4% | -3%
CCc1nc(SCC(=O)Nc2nccs2)c2oc3ccccc3c2n1
→ i | -1.0% | 0% | 25% | 18% | -6% | 0.8% | -1% | 0% | 107% | ?
C[C@H](O)[C@@H]1C(=O)N2C(C(=O)O)=C(SCCN=CN)C[C@@H]12
→ i | -1.6%[34.4 µM] | -6%[25.6 µM] | -6%[17.1 µM] | -1%[25.6 µM] | -3%[25.6 µM] | -0.8%[34.4 µM] | -9%[25.7 µM] | -5%[25.7 µM] | 29%[25.6 µM] | -1%[25.6 µM]
CN(C)c1ncnc2c1ncn2CCn1cnc2c(N(C)C)ncnc21
→ i | -0.7%[15.4 µM] | -10%[11.4 µM] | · | 0%[11.4 µM] | 9%[11.4 µM] | -0.1%[15.4 µM] | -1%[11.5 µM] | -1%[11.5 µM] | 6%[11.4 µM] | 17%[11.4 µM]
COc1ccc(C(c2nnnn2C2CCCC2)N2CCC(C(N)=O)CC2)c(OC)c1 (stereo not drawn)
→ i | 2.7% | -6% | 2% | 19% | -27% | -0.4% | 1% | 0% | -5% | -5%
O=c1c2ccccc2c(C=NCCO)c(O)n1-c1ccccc1
→ i | 1.0% | 0% | -10% | 10% | 7% | 0.8% | -2% | -4% | -4% | 2%
Cc1cc(C)nc(N(C#N)CN2C(=O)c3ccccc3S2(=O)=O)n1
→ i | -1.1% | 3% | -3% | -2% | -2% | 1.3% | 1% | 0% | 3% | 11%
COc1cc(NC(=O)c2ccco2)c(OC)cc1NC(=O)CSc1ncc(-c2ccc(F)cc2)[nH]1
→ i | -2.4% | 15% | 20% | -45%[inhibitor] | -19% | 1.4% | -10% | -15% | 26% | 84%[activator]
Cc1ccc(C)n1-n1cnc2sc(-c3ccccc3)cc2c1=O
→ i | -4.0% | -4% | 12% | 16% | -23% | 1.2% | -7% | 2% | -6% | 27%
COCCNC(=O)C1(CC(C)C)C=CCN1C(=O)OC (stereo not drawn)
→ · | 0.2% | 0% | · | ? | -8% | -2.8% | -1% | 0% | 7% | 7%
O=C(Nc1ccccc1)N1CC[C@@]2(CCCN(C(=O)c3ccco3)C2)C1
→ i | -5.2% | -3% | -2% | 10% | 5% | -0.9% | 0% | -3% | -7% | 0%
CC(C)Cc1ccc(C(C)C(=O)N2CCOCC2)cc1 (stereo not drawn)
→ i | 1.2% | -4% | 4% | 16% | 0% | -0.9% | 0% | -2% | 8% | 7%
O=C(Nc1cccc(F)c1)C1CC(=O)N(c2ccc(Cl)cc2)C1 (stereo not drawn)
→ · | -1.3% | 4% | 10% | 4% | -11% | -1.0% | 0% | -2% | -6% | -1%
COc1ccc(-c2c(C#N)c(N)nc3c2CCCC3)cc1OC
→ i | -0.3% | -5% | ? | 18% | -3% | 0.3% | -4% | -3% | 7% | 421%[activator]
O=C(Cn1nc(Cc2ccncc2)c2ccccc2c1=O)N1CCN(C(=O)c2ccco2)CC1
→ · | -0.6% | -2% | · | 5% | -6% | -0.3% | 0% | 2% | 17% | 3%
O=C(O)CCN1C(=O)NC2(CCCC2)C1=O
→ i | -1.2% | -2% | -2% | -3% | 4% | 0.6% | 0% | -1% | -3% | 2%
CCOCC(=O)NCc1ccc2c(c1)OCO2
→ i | 0.3% | -6% | 6% | 8% | -1% | -1.8% | 1% | 1% | -2% | -10%
O=C(NC1CCCCC1)N1CCCCCC1
→ · | -0.2% | -1% | -1% | 2% | 10% | -0.3% | -7% | -2% | 3% | -6%
O=C1OC(C2=CCCCC2)=NC12CC2
→ · | 1.6%[15.4 µM] | · | · | 5%[11.4 µM] | -2%[11.4 µM] | -1.1%[15.4 µM] | -3%[11.5 µM] | -1%[11.5 µM] | · | 24%[11.4 µM]
CCN1CCN(c2nc3ccccc3nc2C(C#N)C(=O)OC2CCCCC2)CC1 (stereo not drawn)
→ i | 4.2% | 2% | 43%[activator] | -53%[inhibitor] | ? | 1.6% | -7% | -7% | 0.79µM* | ?
Cn1cnc([N+](=O)[O-])c1Sc1nc(N)nc2c1ncn2Cc1ccccc1
→ i | -2.0%[15.4 µM] | -12%[11.4 µM] | · | -11%[11.4 µM] | 11%[11.4 µM] | 0.6%[15.4 µM] | -2%[11.5 µM] | 2%[11.5 µM] | 9%[11.4 µM] | 6%[11.4 µM]
Cc1cc(C(=O)Nc2c(C)n(C)n(-c3ccccc3)c2=O)c(C)o1
→ i | -5.5% | -3% | -6% | 12% | 5% | -0.8% | -1% | 0% | 4% | 0%
CCC1CCCCN1C(=O)Cn1c(=O)n(CCC(=O)NCc2ccco2)c(=O)c2sccc21 (stereo not drawn)
→ i | -2.4% | -7% | -4% | 17% | 5% | -0.5% | -4% | -1% | -3% | 2%
COc1ccc(NC(=O)N2CCC(c3ccccc3)C2)c(OC)c1 (stereo not drawn)
→ · | -1.5% | 3% | · | -7% | 1% | -2.2% | 0% | -4% | 4% | 1%
CCn1c(=O)c2cc(S(=O)(=O)NCc3ccccc3)ccc2n(CC)c1=O
→ i | -1.4% | -2% | 9% | 1% | 4% | -0.8% | 0% | -1% | -1% | 10%
CCOC(=O)c1c(C)c(-c2ccccc2)n(CC(=O)N2CCCC2)c1C
→ · | -1.8% | -1% | · | ? | -11% | 0.4% | -2% | -2% | 38% | 1%
O=C(c1cc(-c2ccc(Cl)c(Cl)c2)on1)N1CCN(c2ccccc2)CC1
→ i | 0.3% | 12% | 6% | 16% | -3% | 0.6% | -1% | -2% | -14% | -2%
Cc1cc(CCN2CCC(=O)NC2=O)ccc1OC(C)C
→ i | -0.1% | -3% | 4% | -7% | 21% | 0.7% | 0% | -1% | -8% | 2%
O=C(O)c1ccc(S(=O)(=O)c2ccc3c(c2)C(=O)N(Cc2ccco2)C3=O)cc1
→ i | -4.9% | -9% | -4% | 17% | -2% | -3.2% | -4% | 1% | 8% | -19%
CCOC(=O)N1CCC(NC(=O)c2cc(S(=O)(=O)N3CCC4(CC3)OCCO4)ccc2F)CC1
→ i | -1.7% | -8% | 12% | 15% | 10% | 1.4% | 0% | -2% | 0% | 16%
CCc1c(C)c(C#N)c2nc3ccccc3n2c1N(C)C
→ i | -1.2% | -2% | -28% | ? | 6% | -0.9% | -7% | -9% | 2% | -21%
O=C1OC2CC3CC1CC(O)(C3)C2 (stereo not drawn)
→ i | -3.4% | 0% | -10% | 6% | 12% | -1.5% | 0% | 4% | 16% | -11%
Cc1nc2cc(NCc3nc4ccccc4n3Cc3ccccc3)ccc2n1C
→ · | -0.8% | · | · | -43%[inhibitor] | 11% | -1.9% | -4% | 1% | · | 4%
COc1ccc(NC(=O)c2ccc(COc3ccccc3Br)o2)cc1OC
→ i | -0.7% | 2% | 14% | 2% | 6% | -2.3% | 0% | -3% | 29% | ?
